Screens as filed in PubChem BioAssay.
Rat MKP-3 inhibitors = MKP-3 phosphatase inhibitors, primary screen, biochemical, rat enzyme, in vitro (AID 425) | recombinant MKP-3 phosphatase activity, fluorescence; higher % means a stronger effect | inhibition, % at 20 µM, or IC50 in µM where a hit was titrated | 110,000 tested, 0.17% active; in the data active = inhibition above about 50%;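 also: plate controls were vehicle for no effect and reference inhibitor for full effect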
Hsp70 inhibitors = small molecules displacing fluorescent ligand from Hsp70 – biochemical, fluorescence polarization, primary screen (AID 583). Hsp70 fluorescence polarization probe displacement, mP; higher % means a stronger effect. 140,000 tested, 0.06% active. displacement, % at 20 µM, or IC50 in µM where a hit was titrated; in the data active = displacement above about 50%;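 also: plate controls were vehicle for no effect and reference ligand for full effect; a part of the inactive calls stands beside numbers as strong as those of hits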
Active calls of the source: *; nt = not tested or not shown; & = joins results of further samples. These rows are one share of the data. The share of hits here may be higher or lower than overall.

SMILES	Rat MKP-3 inhibitors	Hsp70 inhibitors
COc1ccc(-c2cc(C(=O)N3CCCC3)c3ccccc3n2)c(OC)c1	5%	-1.0%
COc1ccccc1N1CCN(C(=O)/C=C/c2ccc(C)cc2)CC1	3%	-6.6%
COc1cc(CNC(=O)c2ccc(Cn3nc(C)c(Cl)c3C)o2)cc(OC)c1	-9%	4.6%
COc1ccc(-n2nc3cc(C)c(NC(=O)c4cc(I)ccc4Cl)cc3n2)cc1	1%	0.6%
O=C(C1CCCCC1)N1CCN(c2ccc([N+](=O)[O-])cc2)CC1	3%	6.4%
CCOc1ccc(C(=O)c2ccc(OCC)c(N)c2)cc1N	-10%	-4.5%
COc1ccccc1N1CCN(S(=O)(=O)Cc2ccccc2Cl)CC1	-4%	1.4%
O=C(CSc1nnnn1-c1cccc2c1CCCC2)N1CCCC1	nt	-1.2%
CN(C)CCNC(=O)c1ccccc1	nt	-2.0%
CCCC(NS(=O)(=O)c1ccc(OC)cc1)C(=O)O (stereo not drawn)	-12%	-4.2%
CCN(CC)CCCN1C(=O)C(O)=C(C(=O)c2ccco2)C1c1ccc(C)o1 (stereo not drawn)	2%	-2.3%
CN(C)c1nc(N2CCCCC2)nc(N2CCCCC2)n1	-1%	-1.6%
CCOc1ccc(NS(=O)(=O)c2ccc(OCC)c3ncccc23)cc1	nt	8.7%
O=C(N/N=C/c1ccc(O)c(I)c1)c1ccncc1	-1%	5.0%
COCCn1c(C)cc(C(=O)COC(=O)c2ccc(-n3nc(C)cc3C)cc2)c1C	-10%	3.2%
Cc1ccc(N2C(=O)NC(=O)/C(=C\c3ccc(N(C)C)c(Br)c3)C2=O)cc1	-2%	-0.4%
CC1(C)Cc2ccccc2C(/C(=N/O)C(N)=O)=N1	-6%	3.7%
Cc1ccccc1-n1nnnc1SCC(=O)Nc1ccc(S(=O)(=O)N2CCCC2)cc1	-6%	3.4%
CCC(Sc1nc2ccccc2[nH]1)C(=O)Nc1cccc2ccccc12 (stereo not drawn)	2%	3.6%
Cn1cccc1C(=O)NC(=O)COC(=O)c1ccccc1Sc1ccccc1C#N	-12%	-2.7%
COc1cc(NC(=O)c2ncn[nH]2)cc(OC)c1OC	nt	1.2%
Cc1nnc(SCCn2c(N3CC(C)CC(C)C3)nc3c2c(=O)n(C)c(=O)n3C)s1 (stereo not drawn)	3%	-7.2%
Clc1ccccc1Cn1nnc2c(Nc3ccccc3)ncnc21	3%	0.7%
COc1cc(NS(=O)(=O)c2ccc(NS(=O)(=O)c3ccccc3)cc2)nc(OC)n1	-6%	0.2%
CCOc1cc(C=C2C(=O)NC(=S)NC2=O)ccc1OCCOc1ccc(C(C)(C)C)cc1	0%	5.3%
CC(C)Sc1nc2c(cnn2-c2ccc(F)cc2)c(=O)[nH]1	0%	5.5%
O=C(CN1CCN(Cc2ccc(Cl)cc2)C1=O)NCCN1CCCC1	1%	2.5%
CCC1S/C(=C(\C#N)C(=O)NCc2ccco2)N(c2ccc(F)cc2)C1=O (stereo not drawn)	-9%	0.8%
CCOC(=O)c1cc2sc(C)cc2n1CC(=O)Nc1cccc(C)c1C	-10%	4.6%
O=C(NCc1ccccc1)NC1(C(=O)N2CCCC2)CCCCC1	-3%	-4.4%
COc1ccc2c(c1OC)C(=O)OC2CC(=O)c1ccc2c(c1)OCO2 (stereo not drawn)	-3%	-1.2%
COc1ccc2c(c1C)CCC/C2=N\OC(=O)c1ccccc1F	-2%	-3.5%
O=C(NCc1ccco1)c1cccc(N2CCCC2=O)c1	nt	-2.4%
N#Cc1c(N)nc(SCc2ccncc2)c(C#N)c1-c1cccs1	-4%	3.9%
COc1ccc(CCNC(=O)CN2CCN(c3cccc(Cl)c3)CC2)cc1OC	-6%	-1.0%
O=C(NCc1cccnc1)C1CCCN(Cc2cnn(-c3ccccc3)c2-n2cccc2)C1 (stereo not drawn)	nt	7.2%
COc1ccccc1NC(=O)CN(Cc1ccccc1)S(C)(=O)=O	nt	6.0%
Cc1cccn2c(=O)c3cc(C(=O)NCCN4CCOCC4)c(=N)n(CCc4ccccc4)c3nc12	-2%	1.9%
CC(C)N(CCCNC(=O)C1CCN(S(=O)(=O)N2CCOCC2)CC1)Cc1ccccc1	-1%	-1.2%
CC(=O)C1=NN(c2ccccc2)C(c2cccs2)N1c1ccccc1 (stereo not drawn)	nt	-4.9%

Three entries picked at random from those above, as already listed:
SMILES	Rat MKP-3 inhibitors	Hsp70 inhibitors
CCC1S/C(=C(\C#N)C(=O)NCc2ccco2)N(c2ccc(F)cc2)C1=O (stereo not drawn)	-9%	0.8%
CC(C)Sc1nc2c(cnn2-c2ccc(F)cc2)c(=O)[nH]1	0%	5.5%
COc1ccccc1NC(=O)CN(Cc1ccccc1)S(C)(=O)=O	nt	6.0%

(next part)
SMILES	Rat MKP-3 inhibitors	Hsp70 inhibitors
O=c1c2ccccc2cnn1-c1ccc(Br)cc1	nt	-4.5%
O=C(Nc1ccc2nn(-c3ccccc3)nc2c1)c1ccc2c(c1)OCO2	10%	0.6%
CC(C)=C(NC(=O)c1ccccc1)C(=O)Nc1cccc(Br)c1	1%	1.1%
COc1ccc2[nH]c(=O)c(-c3noc(-c4ccccc4)n3)cc2c1	nt	18%
O=C(C1CCN(S(=O)(=O)c2cccc3cccnc23)CC1)N1CC=C(c2ccccc2)CC1	-7%	2.4%
CC1=NN(c2ccc(Cl)c(C(=O)O)c2)C(=O)/C1=C\c1ccco1	6%	9.6%
O=C(NCC(F)(F)F)Nc1ncccn1	-8%	-3.0%
CC(=O)Oc1ccc(N2C(=O)C3ON(c4ccccc4)C(c4ccc(F)cc4)C3C2=O)cc1 (stereo not drawn)	0%	-1.3%
CC(=O)Nc1nnc(CCN2CCCCC2)s1	nt	-1.7%
CCc1ccc(-c2csc(N3N=C(c4cccs4)CC3c3ccc(F)cc3)n2)cc1 (stereo not drawn)	1%	1.6%
COc1ccc(Nc2nc(NCCO)nc(OC)n2)cc1	nt	2.0%
CS(=O)(=O)N(CC(N)=O)Cc1ccc(Cl)cc1	1%	-2.3%
COC(=O)c1c(C)[nH]c(C(=O)CN2CCOCC2)c1C	-5%	-1.4%
CCC1(C)COC2(OC1)C(=O)Nc1ccccc12 (stereo not drawn)	2%	-1.5%
Cc1nn(C)c(C)c1NC(=O)CSc1nc(Cc2ccccc2)nc2c1cnn2-c1ccccc1	26%	3.5%
CCc1c(C)sc(NC(=O)c2cnn3cccnc23)c1C#N	0%	1.8%
COc1ccc2c(C(=O)CN3CC(C)OC(C)C3)c[nH]c2c1 (stereo not drawn)	1%	-1.9%
Cn1c(=O)c(C(=O)NC2CCCC2)c(O)c2ccccc21	0%	2.9%
CC(C)(C)N(Cc1ccccc1)C(=O)CN1C(=O)/C(=C/c2ccccc2)SC1=S	1%	-1.1%
O=C(O)C1C2C=CC(O2)C1C(=O)NCc1ccccc1Br (stereo not drawn)	nt	1.9%
O=c1c2ccccc2nc(/C=C/c2c[nH]c3ccccc23)n1-c1cccc([N+](=O)[O-])c1	-5%	-2.9%
CCOc1ccc(C(=O)Nc2ccc(CC)cc2)cc1Br	2%	-0.6%
CN=C(Nc1ccc(Cl)c(Cl)c1)SC1CC(=O)N(c2cccc(OC)c2)C1=O (stereo not drawn)	3%	-0.1%
COc1ccc(OC)c(S(=O)(=O)NCc2cn3cccc(C)c3n2)c1	nt	1.9%
COc1ccccc1N(CC(=O)Nc1ccc(Cl)cc1)S(=O)(=O)c1ccccc1	0%	-0.9%
C=CCNC(=O)c1ccc(N(C)S(=O)(=O)c2ccc(OC)cc2)cc1	nt	-3.7%
CN(C)c1ccc(/C=C2\N=C(c3ccc4c(c3)OCO4)OC2=O)cc1	4%	-28%
COc1ccc(CCC(=O)Nc2cc(Cl)ccc2N2CCN(C)CC2)cc1	nt	-0.2%
CCOC(=O)N1CCN(C(=O)CSc2nnc(-c3cc(OC)cc(OC)c3)o2)CC1	3%	4.0%
CCCCN(CCCC)C(=O)c1ccccc1Cl	3%	3.5%
Cc1cccc(/N=C/c2ccccc2O)n1	1%	0.6%
O=C(NC(=S)Nc1cccnc1)c1ccco1	3%	2.8%
Cc1ccccc1NC(=O)c1c(NC(=O)C(C)(C)C)sc2c1CCCC2	0%	-2.5%
Cc1cc2c(c(=O)n1Cc1cccnc1)C(Cc1ccccc1)C(C#N)=C(N)O2 (stereo not drawn)	-2%	1.3%
CCn1cc(S(=O)(=O)CC(=O)Nc2cccc(C)c2)c2ccccc21	-14%	2.5%
Nc1nc2sc3c(c2cc1C(=O)N1CCOCC1)CCCC3	-4%	-1.5%
Cc1ccc(-n2cc(/C=c3\sc4nc5cc(C)c(C)cc5n4c3=O)cn2)cc1C	5%	0.2%
O=C(Nc1ccncc1)c1ccccc1F	0%	5.6%
O=C(O)c1ccc(NC(=O)c2cc3cc(Br)ccc3oc2=O)cc1	4%	7.5%
Cn1c(=O)c2c(nc(OCc3cccnc3)n2Cc2ccccc2)n(C)c1=O	1%	1.2%
Oc1ccccc1CNCCCNCc1ccccc1O	-15%	2.3%
COc1ccc(NC(=O)c2ccc(CSc3ccc(Br)cc3)cc2)cc1	0%	-0.8%
CCOC(=O)C1=C(C)N=c2s/c(=C\c3ccccc3OC)c(=O)n2C1c1ccc(C)cc1 (stereo not drawn)	0%	2.1%
Cc1cccc(Nc2nc(N)nc(CN3CCN(c4ccccc4)CC3)n2)c1	-17%	5.8%
COc1ccc(OC)c(NC(=O)N[C@@H](Cc2ccccc2)C(=O)O)c1	-6%	-0.4%
CNC(=O)c1nnn(-c2ccccc2)c1C(=O)NC	0%	3.8%
O=[N+]([O-])c1ccc(OCc2ccccc2Cl)cc1	-1%	-1.9%
O=C(c1cccc(Nc2nc(-c3ccccc3)c3cc(Cl)ccc3n2)c1)N1CCOCC1	4%	1.1%
Cn1nc(-c2ccc(C(=O)N3CCN(Cc4ccccc4)CC3)cc2)c2ccccc2c1=O	nt	-1.5%
COCCn1c(-c2ccc(OC)cc2)nc2oc3cc(OC)ccc3c(=O)c2c1=O	nt	-3.4%
Cc1cc(C)cc(OCC(=O)NC2=NCCS2)c1	3%	-2.0%
S=c1[nH]nc(-c2cccnc2)n1Cc1ccccc1	3%	1.2%
Cc1nn(CC(C)C)c(=S)[nH]c1=O	-4%	1.8%
CC(C)c1nnc(NC(=O)Cc2cccs2)s1	0%	1.3%
CCc1ccc(NCc2cc3c(C)nn(-c4ccccc4)c3[nH]c2=O)cc1	nt	-3.4%
CCCCOc1ccc(NC(=O)c2cccc(Br)c2)cc1	4%	-0.8%
CCOC(=O)C1=C(c2ccccc2)OC(N)=C(C#N)C1C1CCCCC1 (stereo not drawn)	3%	-6.8%&-0.9%
Cc1ccc(NC(=O)/C=C\C(=O)O)cc1C	-2%	4.5%
O=c1c2c3c(sc2nc(SCc2ccccc2)n1Cc1ccccc1)CCC3	2%	2.6%
O=C(NCCO)Nc1ccc(Cc2ccc(NC(=O)NCCO)cc2)cc1	-1%	-2.0%
Next section:
SMILES	Rat MKP-3 inhibitors	Hsp70 inhibitors
Cc1cccc(N2CCN(C(=O)CCn3c(=S)[nH]c4cc5c(cc4c3=O)OCO5)CC2C)c1 (stereo not drawn)	2%	9.9%
C=CCNc1ncnc2c1cnn2-c1ccc(Cl)cc1	-9%	-1.9%
CC1(C)CC(=O)CC(=Nc2ccc(F)cc2)C1	3%	-0.7%
O=C(Cn1c(C(=O)N2CCN(C3CCCC3)CC2)cc2sccc21)c1ccccc1	-8%	0.8%
CCN(CC)c1ccc2cc(-c3nnc(-c4ccncc4)o3)c(=O)oc2c1	3%	-123%
CC1CCCN(C(=O)c2ccc3nc[nH]c3c2)C1 (stereo not drawn)	-15%	-1.5%
Cn1c(N2CCCC2)nc2c1c(=O)n(Cc1ccc(Cl)cc1)c(=O)n2C	-11%	3.4%
CN1C2=CC=CC=CC2=[N+](C)C12C=CC(=[N+]([O-])[O-])C=C2[N+](=O)[O-] (stereo not drawn)	-2%	3.7%
COC(=O)c1ccc(OCC(O)Cn2c3ccccc3c3ccccc32)cc1 (stereo not drawn)	5%	-0.2%
CC(C)(C)NC(=O)C(c1ccc(OCC(N)=O)cc1)N(C(=O)c1cccnc1)C1CC1 (stereo not drawn)	-1%	-1.4%
Cc1ccc(-c2cc(C(=O)O)c3cc(Br)ccc3n2)cc1	0%	5.3%
NC(=O)C1CCN(C(=O)c2cccc(I)c2)CC1	2%	-1.2%
C/C(=N\Nc1cc(-n2nc(C)cc2C)nc(C)n1)c1ccc(Cl)c(Cl)c1	1%	3.3%

Molecules above with an NH in an aromatic ring:
SMILES	Rat MKP-3 inhibitors	Hsp70 inhibitors
CCC(Sc1nc2ccccc2[nH]1)C(=O)Nc1cccc2ccccc12 (stereo not drawn)	2%	3.6%
COc1cc(NC(=O)c2ncn[nH]2)cc(OC)c1OC	nt	1.2%
CC(C)Sc1nc2c(cnn2-c2ccc(F)cc2)c(=O)[nH]1	0%	5.5%
COc1ccc2[nH]c(=O)c(-c3noc(-c4ccccc4)n3)cc2c1	nt	18%
COC(=O)c1c(C)[nH]c(C(=O)CN2CCOCC2)c1C	-5%	-1.4%
COc1ccc2c(C(=O)CN3CC(C)OC(C)C3)c[nH]c2c1 (stereo not drawn)	1%	-1.9%
O=c1c2ccccc2nc(/C=C/c2c[nH]c3ccccc23)n1-c1cccc([N+](=O)[O-])c1	-5%	-2.9%
S=c1[nH]nc(-c2cccnc2)n1Cc1ccccc1	3%	1.2%
Cc1nn(CC(C)C)c(=S)[nH]c1=O	-4%	1.8%
CCc1ccc(NCc2cc3c(C)nn(-c4ccccc4)c3[nH]c2=O)cc1	nt	-3.4%
Cc1cccc(N2CCN(C(=O)CCn3c(=S)[nH]c4cc5c(cc4c3=O)OCO5)CC2C)c1 (stereo not drawn)	2%	9.9%
CC1CCCN(C(=O)c2ccc3nc[nH]c3c2)C1 (stereo not drawn)	-15%	-1.5%
